Source: PubChem (several laboratories)
Mcl1 Noxa PPI = disrupts binding of human Mcl-1 to Noxa peptide; Q07820; AID 1022; inhibition, % at 21.7 µM; 220,000 compounds, 1.5% hits; TR-FRET Mcl-1/Noxa peptide binding, 2 h;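 active = compounds that cut the protein-peptide binding signal by more than 50% relative to plate controls in a single-dose test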;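 note: His-tagged Mcl-1 with rhodamine Noxa BH3 peptide and terbium anti-His antibody; 0% = Mcl-1 plus Noxa peptide wells and 100% = peptide-only wells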
Target sequence (Q07820 whole entry, looked up): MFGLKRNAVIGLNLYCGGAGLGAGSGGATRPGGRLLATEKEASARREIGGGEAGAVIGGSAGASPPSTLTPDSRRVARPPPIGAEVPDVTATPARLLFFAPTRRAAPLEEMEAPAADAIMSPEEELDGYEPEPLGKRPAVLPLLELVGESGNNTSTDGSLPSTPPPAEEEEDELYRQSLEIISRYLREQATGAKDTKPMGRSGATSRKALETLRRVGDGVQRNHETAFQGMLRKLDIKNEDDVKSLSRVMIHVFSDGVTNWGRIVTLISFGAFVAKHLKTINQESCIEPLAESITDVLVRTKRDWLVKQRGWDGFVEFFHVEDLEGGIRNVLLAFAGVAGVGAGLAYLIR
Mcl1 Bid PPI = disrupts binding of human Mcl-1 to Bid peptide; inhibition, % at 21.7 µM; TR-FRET Mcl-1/Bid-Dy647 peptide binding, 1536-well; 220,000 compounds, 0.97% hits; Q07820;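 active = compounds that cut the binding signal by more than half at the single screening dose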;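 note: His-tagged Mcl-1 with europium anti-His antibody binding Bid BH3 peptide; 0% = Mcl-1 plus peptide wells and 100% = peptide-only wells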
Rab7 wt modul = alters GTP binding to wildtype dog Rab7 | GST-Rab7 beads, fluorescent GTP binding, flow cytometry; actives lie on both sides; untreated = 100%, excess cold GTP = 0% | GTP binding activity (percent of control), % at 10 µM | 190,000 compounds, 0.055% hits;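 active = fluorescent GTP binding to Rab7 beads changed by at least 20 points from the 100% baseline, either direction, mostly lower; inconclusive = compound itself probably fluorescent, or too few beads counted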;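 note: median green fluorescence of bound Bodipy-FL-GTP per Rab7 bead population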
Mcl-1 Bim block = human Bim-Mcl-1 interaction inhibition; Bead-based flow cytometry, Bim peptide-Mcl-1 binding; inhibition, % at 10 µM; 190,000 compounds, 0.1% hits; AID 1009; in the data active = inhibition above about 40%;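 note: 0% = no compound tracer wells and 100% = peptide blocker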
Rac1 wt modul = alters GTP binding to wildtype human Rac1. GST-Rac1 beads, fluorescent GTP binding, flow cytometry; actives lie on both sides; 0 = cold GTP competed, 100 = untreated. GTP binding activity (% of control), % at 10 µM. 190,000 compounds, 0.27% hits. AID 757;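 active = GTP binding activity at least 20 points away from the 100% control level, either lower or higher; inconclusive = compound flagged as likely green fluorescent, judged across all proteins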
Rac1 mut GTP = human Rac1 activated mutant GTP binding change | 190,000 compounds, 0.11% hits | AID 764 | P63000 | GST-Rac1 activated beads, fluorescent GTP binding, flow cytometry; actives lie on both sides; 100% means binding = to untreated wells | percent activity (GTP binding), % at 10 µM;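 active = GTP binding at least 20 percentage points away from the 100% baseline, in either direction, so actives lie on both sides; inconclusive = Compound likely fluorescent itself, or too few beads counted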
Pf gamet viab = P. falciparum stage V gametocyte viability inhibition | 150,000 compounds, 0.065% hits | P. falciparum stage V gametocytes, ATP luminescence, 24 h | inhibition, % at 10.9 µM;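 active = inhibition above the mean plus 3 SD of compounds within the control limits, set per campaign, cut at about 38% in these data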;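 note: 0% = DMSO wells and 100% = medium only without gametocytes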
Cdc42 wt GTP = modulators (inhibitors or activators) of GTP binding to human Cdc42 wildtype; percent activity (GTP binding), % at 10 µM; AID 761; 190,000 compounds, 0.2% hits; GST-Cdc42 beads, Bodipy-GTP binding, flow cytometry; actives lie on both sides; P60953;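 active = percent activity GTP binding at least 20 points away from the 100% baseline, either down as inhibitor or up as activator; inconclusive = compound flagged as likely green fluorescent from well-wide comparison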;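 note: median bead fluorescence of bound Bodipy-FL-GTP at 100 nM; 0% = excess unlabeled GTP control and 100% = no compound control; below 100% means less GTP binding so inhibitor and above means activator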
Target sequence (P60953 whole entry, looked up): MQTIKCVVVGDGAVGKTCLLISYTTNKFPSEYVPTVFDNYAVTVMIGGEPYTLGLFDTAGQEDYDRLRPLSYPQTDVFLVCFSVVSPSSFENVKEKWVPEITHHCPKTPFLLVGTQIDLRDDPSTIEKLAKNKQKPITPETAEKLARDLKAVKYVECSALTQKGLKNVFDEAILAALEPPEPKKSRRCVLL
HRas wt GTP bind = modulators of GTP binding to human HRas wildtype; GST-Ras wt beads, Bodipy-FL-GTP binding, flow cytometry; actives lie on both sides; P01112; GTP binding activity, % at 10 µM; 190,000 compounds, 0.14% hits;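 active = GTP binding activity at least 20% away from the 100% baseline, either lowered as inhibitor or raised as activator; inconclusive = flagged as likely green fluorescent, judged across all proteins in the well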;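 note: 0% = unlabeled GTP competition control and 100% = no-compound control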
Target sequence (P01112 whole entry, looked up): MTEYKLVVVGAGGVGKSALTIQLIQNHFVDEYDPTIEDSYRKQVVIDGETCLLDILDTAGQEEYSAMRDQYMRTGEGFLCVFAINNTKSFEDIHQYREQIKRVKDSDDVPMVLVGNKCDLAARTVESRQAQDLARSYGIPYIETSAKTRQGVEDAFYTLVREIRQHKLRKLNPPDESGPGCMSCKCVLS
Avidin bead fluor = compound fluoresces at 488/530 nm on avidin beads | compound fluorescence 488/530 nm, flow cytometry; hits give high values | fluorescence (KMESF) at 10 µM | 220,000 compounds, 0.38% hits | AID 1775; in the data active = fluorescence above about 47; note: inactives centre near 10
Rab2 wt GTP = changes GTP binding to wildtype dog Rab2A, up or down. AID 760. P61105. GST-Rab2 wt beads, Bodipy-GTP binding, flow cytometry. 190,000 compounds, 0.19% hits. GTP binding activity, % at 10 µM;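 active = GTP binding activity at least 20 points away from 100%, either lowered or raised; inconclusive = signal likely due to the compound's own green fluorescence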;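 note: 0% = beads with excess unlabeled GTP and 100% = no-compound control corrected for plate trend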
Active calls of the source: *; u = inconclusive; x = no result given.

SMILES	Mcl1 Noxa PPI	Mcl1 Bid PPI	Rab7 wt modul	Mcl-1 Bim block	Rac1 wt modul	Rac1 mut GTP	Pf gamet viab	Cdc42 wt GTP	HRas wt GTP bind	Avidin bead fluor	Rab2 wt GTP
Cn1cnc2cc(NC(=O)c3cccs3)ccc21	-7	-6	98	-2	96	94	-12	93	94	11	90
O=C(COC(=O)c1ccccc1F)Nc1cc(S(=O)(=O)N2CCOCC2)ccc1N1CCCC1	-1	2	93	-2	95	95	x	97	93	11	94
O=[N+]([O-])c1ccccc1S(=O)(=O)N1CCN(Cc2cc3c(cc2O)OCO3)CC1	2	-50	101	-2	101	95	-6	96	98	11	98
NC(=O)c1ccc(NC(=O)COc2ccc([N+](=O)[O-])cc2Cl)cc1	5	15	101	0	96	96	17	95	98	11	98
Cc1ccc(C(=O)CNc2cccc([N+](=O)[O-])c2)cc1	-14	-26	108	0	99	97	-7	95	100	25	99
CCN1C(=O)CC(N2CCC(Nc3ccc(OC)cc3)CC2)C1=O (configuration not stated)	16	-22	100	-2	100	99	8	97	99	18	101
Cc1sc(NC(=O)C2CCCCC2)c(C#N)c1-c1ccccc1	-21	-28	98	0	102	97	x	100	102	14	99
COc1cc(C(=O)Nc2nc3ccc4nc(C)sc4c3s2)cc(OC)c1OC	12	4	u	-3	u	u	x	u	u	9	u
CCN(CC)CCn1c2ccc(F)cc2c2nc(C)sc21	42	53*	101	9	102	98	x	102	101	6	100
O=C(NCc1ccccc1)c1ccc(-c2ccc(F)cc2)o1	6	0	99	-4	99	99	x	103	104	12	101
c1ccc(CCCNCC2COc3ccccc3O2)cc1 (configuration not stated)	11	-17	98	-2	97	95	-13	98	97	15	101
O=c1[nH][nH]c(=O)c2cc(N3CCCC3)ccc12	12	-27	98	3	102	99	x	101	99	35	98
O=C(COC(=O)C1(c2ccc(F)cc2)CCCC1)N1CCN(C(=O)c2ccco2)CC1	5	3	101	0	100	97	x	99	99	7	100
O=C(N/N=C/c1ccc([N+](=O)[O-])o1)c1cccc(S(=O)(=O)N2CCOCC2)c1	6	-61	96	0	100	97	-2	95	96	10	97
COCCNC(=O)CSc1nc2ccccc2c(=O)n1CC1CCCO1 (configuration not stated)	18	-11	u	0	u	u	28	u	u	13	u
Cc1cccc(NC(=O)C2CC(=O)NC(Nc3nc4ccccc4s3)=N2)c1 (configuration not stated)	-15	4	99	-2	105	100	-1	104	98	23	100
CC1CN(C(=O)c2cc([N+](=O)[O-])cc([N+](=O)[O-])c2)CC(C)O1 (configuration not stated)	-1	8	96	-1	98	96	-4	100	97	10	97
COC(=O)c1ccc(NC(=O)CN(c2ccc(C)cc2)S(=O)(=O)c2c(C)n[nH]c2C)cc1	16	-28	99	2	100	98	x	106	103	21	101
Cn1c(=O)[nH]c(=O)c2c1nc(N1CCCC1)n2CC(O)COc1ccccc1 (configuration not stated)	13	-22	100	0	99	99	x	102	100	6	99
O=C(Cn1cnc2cc([N+](=O)[O-])ccc2c1=O)NCCc1ccc(F)cc1	1	-15	u	1	u	u	10	u	u	11	u
O=C(O)c1ccccc1SCc1cn2ccccc2n1	10	-66	100	0	107	101	x	103	102	3	99
COc1ccc(NC(=O)N2CCn3c2nc2ccccc23)cc1	8	-17	97	-3	102	100	3	100	99	13	99
CCCCNC(=S)Nc1ccc2[nH]c(=O)[nH]c2c1	21	-48	97	-1	95	95	-6	97	95	8	97
C=CCOC(=O)C(C#N)c1nc2ccccc2nc1N1CCC(C(=O)OCC)CC1 (configuration not stated)	-2	-28	99	3	99	97	x	99	97	6	101
O=C(c1cn(-c2ccccc2)nc1-c1ccccc1)N1CCN(c2ccccn2)CC1	-3	-12	99	0	101	97	x	99	98	8	95
CCN(CC(=O)Nc1ccc(C(=O)OC)cc1)Cc1ccccc1	15	46	94	1	103	96	3	98	97	10	97
CCOc1ccccc1NC(=S)N1CCCc2ccccc21	7	-38	103	-2	92	89	17	91	94	10	95
Cc1nc2c3ccccc3nc(NNC(=O)CCC(=O)NC(C)C)n2n1	5	-24	102	-6	101	100	-17	102	101	5	100
O=C(COC(=O)c1ccc(O)cc1)Nc1nccs1	7	-21	93	0	91	92	16	91	92	8	95
COc1ccccc1NC1=C(N2CCCCC2)C(=O)c2ccccc2C1=O	-4	-62	100	-3	102	97	x	98	98	0	96

Next part, overlapping the part above by two compounds.
SMILES	Mcl1 Noxa PPI	Mcl1 Bid PPI	Rab7 wt modul	Mcl-1 Bim block	Rac1 wt modul	Rac1 mut GTP	Pf gamet viab	Cdc42 wt GTP	HRas wt GTP bind	Avidin bead fluor	Rab2 wt GTP
O=C(COC(=O)c1ccc(O)cc1)Nc1nccs1	7	-21	93	0	91	92	16	91	92	8	95
COc1ccccc1NC1=C(N2CCCCC2)C(=O)c2ccccc2C1=O	-4	-62	100	-3	102	97	x	98	98	0	96
Cc1nc2ccc(S(=O)(=O)NCC(=O)N(C)Cc3ccccc3)cc2s1	8	-7	101	-6	103	101	23	102	100	11	101
COc1ccc2nc3oc(C(=O)N4CCN(c5ccccc5F)CC4)cc3cc2c1	23	-16	94	0	90	88	x	92	94	5	89
Cc1ccc(C(=O)Nc2cc(Cl)ccc2OC(=O)c2ccc(C)cc2)cc1	-12	-42	99	-1	97	98	x	98	97	17	98
CCCCOc1ncnc2c1[nH]c1ccc(F)cc12	1	-3	97	0	105	98	x	102	100	34	99
CC1Cc2cc(-c3csc(NC(=O)Cc4ccccc4)n3)ccc2N1S(C)(=O)=O (configuration not stated)	13	3	102	-2	101	99	x	99	101	14	102
CCNC(=O)CC1SC(=Nc2ccc(Cl)cc2)N(CC)C1=O (configuration not stated)	6	-14	101	20	103	99	7	104	99	12	99
Cc1nnc(NC(=O)c2ccc3c(c2)C(=O)N(CCC(C)C)C3=O)s1	17	-5	103	5	104	100	11	106	102	13	102
Cc1cc(C)cc(NC(=S)NCc2cccnc2)c1	7	-13	98	-6	106	103	8	103	102	10	103
CCOC(=O)c1ccc(NC(=O)Cn2cccc2)cc1	1	-39	105	2	105	102	x	107	104	10	104
Cc1ccc(C(=O)NNC(=O)CSc2nnc(-c3ccncc3)n2-c2ccc(C)cc2)cc1	3	-4	94	0	93	90	10	92	94	5	92
CN=C(NC)SC1CC(=O)N(c2ccccc2)C1=O (configuration not stated)	14	-19	100	-1	107	100	x	103	101	11	100
CCC(C)N(NC(C)=O)c1nc(Cl)nc(NC(C)C)n1 (configuration not stated)	7	-24	104	-2	103	98	1	106	102	32	101
Cc1ccc(Nc2nc(COC(=O)COc3ccc(C=O)cc3)cs2)cc1	30	-25	u	-7	u	u	x	u	u	14	u
Cc1cccc(NC(=O)C2C3CCC4C(CCC32)C4(Cl)Cl)c1 (configuration not stated)	0	-10	100	0	109	101	-6	102	102	1	99
Cc1c(C(=O)O)c(=S)sn1CCOc1ccccc1	19	26	101	-8	107	97	-15	105	102	14	105
Nc1ccc(-c2cc(-c3cccc(N)c3)nc(-c3ccccc3)n2)cc1	29	-34	97	4	104	103	-4	99	100	12	104
Cc1nc2ncc(Br)cc2[nH]1	9	-4	103	-7	106	100	-5	103	103	13	102
O=C(Cc1ccc(Cl)c(Cl)c1)Nc1ccc2[nH]c(=O)[nH]c2c1	16	-10	105	0	98	95	x	95	98	11	95
CCOC(=O)/C(=C/C=C1\Sc2cc(C)c(C)cc2N1CC)C(C)=O	21	-69	97	2	91	92	-20	89	91	13	91
CC(C)(C)c1ccc(/C=N/NC(=S)Nc2cccnc2)cc1	-23	-91	99	-1	100	96	x	97	95	12	95
Cc1ccc(C2CC(=O)Nc3cc4c(cc32)OCCO4)s1 (configuration not stated)	11	-46	101	-1	104	101	x	98	104	11	101
O=C(NCc1ccco1)C(c1ccccc1F)N(Cc1cccnc1)C(=O)Cn1nnc2ccccc21 (configuration not stated)	-12	-21	97	-2	99	96	0	100	100	9	98
COc1ccc(NC(=O)c2ccc(Br)o2)c([N+](=O)[O-])c1	x	-14	91	1	90	91	x	95	93	12	90
Cc1ccc2c3c1C1(C(=O)N3C(C)(C)CC2C)C(C#N)=C(N)Oc2cc(O)ccc21 (configuration not stated)	27	-19	98	-2	105	97	x	102	99	14	98
O=C(CSc1n[nH]c(-c2ccccc2O)n1)N1CCCc2ccccc21	-15	-15	102	-3	101	97	1	101	102	39	101
Cc1ccc(CNC(=O)c2ccc(-n3cccc3)cc2)cc1	81*	-61	103	3	98	94	-20	94	96	20	97
COc1ccc(/C=N/NC(=O)CNc2n[nH]c(=O)[nH]c2=O)cc1OC	11	-10	100	0	101	99	-14	102	99	17	99
Cc1ccc(Cn2c(N)c(S(=O)(=O)c3cccs3)c3nc4ccccc4nc32)cc1	-153	28	97	2	96	93	-1	92	92	6	92
CC1(C)Cc2c(sc3nc4n(c(=N)c23)CCCCC4)CO1	12	-3	101	0	104	97	-10	102	100	16	101
CCOC(=O)C(NCc1ccccn1)(NC(=O)c1cccnc1)C(F)(F)F (configuration not stated)	-25	-78	100	-13	104	102	4	104	102	12	101
CC1(C)CC(=O)c2cc(NC(=O)c3ccc(F)cc3)c(=O)oc2C1	8	-36	98	0	93	94	x	97	98	9	98
S=C(NCCCN1CCOCC1)NC1CC1	-3	-26	107	0	101	96	-13	98	98	11	96
Cc1[nH]c(=O)c(C(=O)/C=C/c2ccccc2F)c2c1CCCC2	-11	-4	102	-1	103	97	x	101	99	15	101
N#CCCCN1C(=O)C(O)(CC(=O)c2ccc3c(c2)OCCO3)c2ccccc21 (configuration not stated)	-13	-31	102	-1	104	98	x	99	101	8	101
N#Cc1cc([N+](=O)[O-])cnc1NCC(O)CO (configuration not stated)	6	-23	99	-1	103	101	15	103	103	6	99
O=C(C1=NNCC1c1ccccc1)C1CO1 (configuration not stated)	12	-21	100	-4	102	98	3	96	100	2	96
COC(=O)C1=CN(C(C)C)C=C(C(=O)OC)C1c1cccc(OC)c1	3	-38	95	-2	101	96	x	102	98	4	95
CCCS(=O)(=O)N1CCCC(C(=O)NCc2ccco2)C1 (configuration not stated)	19	-22	100	-2	101	98	x	102	102	6	102
CCOC(=O)CSc1nnc(CSc2nc3sc4c(c3c(=O)[nH]2)CCC4)n1C	18	-11	102	1	101	99	-10	100	101	4	102
